KOR beta-arrestin-1 = KOR agonists, beta-arrestin recruitment, primary screen, cell-based, luminescence, uHTS (AID 1777); KOR beta-arrestin recruitment, luminescence; higher % means a stronger effect; one-dose activation, % at 10 µM; EC50 in µM for titrated hits; actives 0.02% (n = 280,000); in the data active = activation above about 50%, passing the limit was not always enough; also: a part of the inactive calls stands beside numbers as strong as those of hits
GPR35 arrestin U2OS = GPR35 antagonists blocking zaprinast-driven arrestin recruitment, primary screen, imaging, U2OS, beta-arrestin-GFP, zaprinast agonist (AID 2058); actives 0.052% (n = 290,000); inhibition, % at 10 µM; hits with a dose series show IC50 in µM; U2OS GPR35 beta-arrestin-GFP translocation imaging, zaprinast antagonism; higher % means a stronger effect;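 active = inhibition of at least 50% with at least 30 cells and total cytoplasm GFP at most 10,000,000; inconclusive = under 30 cells or total GFP of 10,000,000 plus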
GPR55 antagonists = inhibition of LPI-stimulated GPR55 beta-arrestin translocation – imaging, U2OS, beta-arrestin-GFP, LPI agonist, primary screen (AID 2013). one-dose inhibition, % at 10 µM; IC50 in µM for titrated hits. actives 0.13% (n = 290,000). U2OS GPR55 beta-arrestin-GFP translocation imaging, LPI antagonism; higher % means a stronger effect;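 active = spots per cell inhibited over 60%, with over 100 cells counted and total cytoplasm intensity under 500,000; inconclusive = wells with under 100 cells, flagged as likely toxic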;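 also: U2OS cells stably carrying GPR55 and arrestin-GFP stimulated by 5 µM LPI near EC80; imaged beta-arrestin-GFP aggregate spots per cell after agonist stimulation; plate controls were LPI-stimulated DMSO wells for no effect and DMSO wells without LPI for full effect; some results filed as inactive read as strong as hits; confirmed hits need IC50 under 10 µM and bright autofluorescent wells are also inconclusive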
KOR beta-arrestin-2 = KOR antagonists, beta-arrestin recruitment, cell-based, luminescence, uHTS (AID 1778) | inhibition, % at 10 µM, or IC50 in µM where a hit was titrated | KOR beta-arrestin recruitment, luminescence, antagonist mode; higher % means a stronger effect | actives 0.091% (n = 290,000); in the data active = inhibition above about 50%; also: strong numbers were not always called active
NTR1 ag = NTR1-driven beta-arrestin-GFP spot formation – imaging, U2OS cells, high content, primary screen (AID 493036); actives 0.17% (n = 330,000); agonist mode; P30989; activation, % at 20 µM;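 active = activation at or above 40% of the spot to cytoplasm intensity ratio, with at least 20 cells analyzed; inconclusive = wells under 20 cells, flagged as cytotoxic or low count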;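 also: 0% = DMSO without peptide and 100% = 100 nM NTR1 peptide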
Target sequence (P30989 whole entry, looked up): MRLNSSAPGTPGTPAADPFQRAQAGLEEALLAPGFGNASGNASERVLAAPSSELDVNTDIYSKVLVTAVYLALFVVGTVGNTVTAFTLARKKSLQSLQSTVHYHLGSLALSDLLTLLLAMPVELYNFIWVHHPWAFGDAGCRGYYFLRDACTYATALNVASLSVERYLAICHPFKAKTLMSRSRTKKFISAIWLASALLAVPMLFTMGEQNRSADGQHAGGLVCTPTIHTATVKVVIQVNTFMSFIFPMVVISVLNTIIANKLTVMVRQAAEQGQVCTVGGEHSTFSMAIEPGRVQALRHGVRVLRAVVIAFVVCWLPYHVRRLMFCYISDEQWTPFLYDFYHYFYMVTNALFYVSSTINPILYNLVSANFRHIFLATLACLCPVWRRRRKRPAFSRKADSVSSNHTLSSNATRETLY
K1F lysis inhibition = protection from phage-mediated lysis, alamar blue read-out – E. coli UTI89, K1F phage, bacterial capsule biogenesis inhibitors (AID 488966); E. coli UTI89 K1F phage lysis, alamar blue, 2 h; higher % means a stronger effect; actives 0.02% (n = 340,000); inhibition, % at 100 µM; hits with a dose series show IC50 in µM;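 active = phage lysis inhibition, versus mean bacterial control, above a set limit; inconclusive = no clear call, values can overlap the other calls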;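 also: capsule biogenesis inhibitors block K1F phage lysis so surviving cells raise fluorescence; higher fluorescence means more inhibition of phage lysis; actives were called in the ten point dose series up to 300 µM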
Rac1 GTP hydrolysis = MgcRacGAP GTPase-activating activity inhibitors, confirmation, biochemical, ADP Hunter fluorescence; actives 0.6% (n = 340,000); inhibition, % at 30 µM; hits with a dose series show IC50 in µM; MgcRacGAP-stimulated Rac1 GTP hydrolysis, ADP Hunter fluorescence; higher % means a stronger effect; GST-tagged Rac1 F28L mutant substrate;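 active = first-screen hits whose inhibition reached a set limit at any dose in the follow-up dose series; inconclusive = inhibition above the set first-screen limit but never retested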;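 also: fluorescence reports GDP produced by GAP-driven GTP hydrolysis; strong numbers were not always called active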
GPR55 beta-arrestin = GPR55 agonists via beta-arrestin recruitment, primary screen, imaging, U2OS cells, beta-arrestin-GFP redistribution (AID 1961) | U2OS GPR55 beta-arrestin-GFP redistribution imaging; higher % means a stronger effect | activation, % at 10 µM; hits with a dose series show EC50 in µM | actives 0.048% (n = 290,000);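 active = activation above 40% with more than 50 cells counted in the well; inconclusive = wells holding fewer than 50 cells, flagged as toxic or sparse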;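 also: U2OS osteosarcoma cells stably expressing GPR55 and beta-arrestin-GFP; plate controls were DMSO negative control for no effect and LPI positive control for full effect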
NOD1 inhibition = NOD1 signaling inhibitors, primary screen, cell-based, luminescence, uHTS (AID 1578) | NOD1-driven NF-kB luciferase reporter cells, luminescence; higher % means a stronger effect | inhibition, % at 4 µM; hits with a dose series show EC50 in µM | actives 1% (n = 290,000); in the data active = inhibition mostly above about 36%, no sharp cut-off; inactive = mostly below about 34%;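 also: HEK-293T reporter cells stimulated with the NOD1 agonist gamma-tri-DAP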
NTR1 ag cell count 20 µM = second read-out of NTR1 ag, no call of its own (marks repeat the call); cell count; measured here: cell count, cytotoxicity flag
* = called active by the depositor; i = inactive; ? = inconclusive; · = not tested or not shown; [ ] = another dose, or the depositor's remark. This is a subset. The share of hits here may be higher or lower than overall.

SMILES	KOR beta-arrestin-1	GPR35 arrestin U2OS	GPR55 antagonists	KOR beta-arrestin-2	NTR1 ag	NTR1 ag cell count 20 µM	K1F lysis inhibition	Rac1 GTP hydrolysis	GPR55 beta-arrestin	NOD1 inhibition
CN(C)c1ccc(P(=O)(OC2CCCCC2)C(O)c2ccccn2)cc1 (stereo not given)	0.3%	6%	4%	-7%	-0.6	41	-0.3%	10%	0.3%	-2%
CCC(=O)NC(=Nc1nc2ccccc2s1)NC(=O)CC	-3.1%	-13%	-6%	-11%	-0.2	66	2.2%	-1%	0.7%	-45%
O=C(CCSCc1cccc(F)c1)NCc1ccc(F)cc1	0.0%	5%	-4%	29%	-1.2	73	0.0%	4%	0.6%	-11%
O=C(N1CCOCC1)N1CCN(S(=O)(=O)c2ccc(Cl)cc2)CC1	-1.1%	-4%	-3%	-22%[20 µM]	0.5	60	-1.8%	15%	3.5%	-19%
COC(/C=C/Nc1ccc(C)cc1)=C(C#N)C#N	-3.0%	23%	11%	-15%	0.7	54	5.6%	0%	0.2%	-16%
CCCCc1nc(NCCNC(=O)c2ccco2)c(C#N)c2c1CSC(C)(C)C2	1.1%	2%	2%	19%	2.7	65	·	·	-0.2%	2%
O=C(CSC1CN(C(c2ccccc2)c2ccccc2)C1)N/N=C/c1ccccc1	9.5%	-14%	4%	20%	9.8	67	0.2%	4%	0.1%	-5%
COc1ccccc1/C=C1\SC(=S)N(CCC(=O)Nc2nnc(C)s2)C1=O	10%	3%	-4%	-59%	3.5	50	-0.7%	7%	-0.4%	12%
Cc1cccc(NC(=O)CSc2nnc(-c3ccco3)c(-c3ccco3)n2)c1C	6.6%	19%	-10%	-33%	3.3	75	-0.4%	29%	0.5%	-4%
COc1cccc(CCN2CCC(CNS(=O)(=O)c3cc(-c4cc(C)no4)ccc3OC)CC2)c1	0.7%	-12%	10%	-14%	2.3	61	?	11%	0.5%	5%
O=C(Nc1nc(-c2ccccc2)cs1)C1CCCN(S(=O)(=O)c2cccc([N+](=O)[O-])c2)C1 (stereo not given)	-2.5%	-1%	-3%	16%	13	84	-3.3%	6%	-0.1%	4%
CCOC(=O)Cn1c(=O)oc2cc(S(=O)(=O)NC(C)c3ccccc3)ccc21 (stereo not given)	-7.6%	6%	-7%	10%	-0.4	96	-0.7%	17%	0.7%	-5%

Given bar-delimited: three of the compounds above
structure | KOR beta-arrestin-1 | GPR35 arrestin U2OS | GPR55 antagonists | KOR beta-arrestin-2 | NTR1 ag | NTR1 ag cell count 20 µM | K1F lysis inhibition | Rac1 GTP hydrolysis | GPR55 beta-arrestin | NOD1 inhibition
COc1cccc(CCN2CCC(CNS(=O)(=O)c3cc(-c4cc(C)no4)ccc3OC)CC2)c1 | 0.7% | -12% | 10% | -14% | 2.3 | 61 | ? | 11% | 0.5% | 5%
Cc1cccc(NC(=O)CSc2nnc(-c3ccco3)c(-c3ccco3)n2)c1C | 6.6% | 19% | -10% | -33% | 3.3 | 75 | -0.4% | 29% | 0.5% | -4%
O=C(CCSCc1cccc(F)c1)NCc1ccc(F)cc1 | 0.0% | 5% | -4% | 29% | -1.2 | 73 | 0.0% | 4% | 0.6% | -11%

(further entries)
SMILES	KOR beta-arrestin-1	GPR35 arrestin U2OS	GPR55 antagonists	KOR beta-arrestin-2	NTR1 ag	NTR1 ag cell count 20 µM	K1F lysis inhibition	Rac1 GTP hydrolysis	GPR55 beta-arrestin	NOD1 inhibition
COc1cccc(OC)c1OCCCCN1CCCCC1	-2.4%	0%	-10%	10%	0.6	59	-2.7%	19%	1.3%	-12%
O=C(O)c1ccccc1NC(=O)N1CCOCC1	2.7%	-13%	6%	-8%	1.2	31	-0.3%	11%	0.4%	-14%
CC(C)c1ccc(OCC(=O)NCCO)cc1	-2.7%	16%	7%	17%	-0.8	64	4.0%	13%	0.7%	-48%
CCN(CC)S(=O)(=O)c1ccc(S(=O)(=O)Nc2ccc(C(=O)N3CCCC3)cc2)cc1	-1.2%	16%	6%	19%	1.8	44	-0.3%	6%	0.0%	-2%
O=C(Nc1ncccn1)c1ccc(C(F)(F)F)cc1	0.9%	-3%	-4%	26%	-1.2	78	0.0%[50 µM]	7%	0.5%	-56%
Cc1onc(-c2ccccc2)c1CNC(=O)Nc1ccc(F)cc1F	-3.5%	-2%	6%	17%	2.1	60	i	15%	-0.2%	10%
CC(OC(=O)c1nn(C)c(=O)c2ccccc12)C(=O)NCc1ccc2c(c1)OCO2 (stereo not given)	-1.9%	2%	4%	-12%	-0.1	74	-0.3%	-10%	0.3%	-10%
CC12CCC(C(=O)N3CCCc4ccccc43)(CC1=O)C2(C)C (stereo not given)	-2.3%	15%	4%	1%	-0.6	91	0.9%	10%	-0.2%	5%
Cn1c(SC/C=C/c2ccccc2)nnc1-c1ccco1	-2.3%	-2%	-3%	4%	-0.1	42	0.3%	6%	1.0%	-16%
Cc1ccccc1NC(=O)Cc1nnc(SCC(=O)NC2CCCCC2)n1C	4.2%	1%	-16%	-29%	0.9	65	0.6%	6%	0.2%	21%
Cc1ccc(N2CCN(C3=NC(=O)/C(=C\c4cn[nH]c4-c4ccccc4)S3)CC2)cc1	2.1%	2%	-10%	-34%	7.7	58	2.3%[50 µM]	0%	-0.2%	-37%
COc1ccc(CCC(C)NCc2cccc(Br)c2)cc1 (stereo not given)	0.0%	-5%	-19%	-5%	0.9	60	0.0%	14%	0.4%	13%
O=S(=O)(Cc1ccc(Cl)cc1)N1CCCCCC1	-1.3%	-6%	29%	5%	-0.9	41	0.3%[50 µM]	5%	-0.2%	-12%
COc1ccc(CCN2C(=O)NC(NS(=O)(=O)c3ccc(N)cc3)(C(F)(F)F)C2=O)cc1OC (stereo not given)	8.0%	-6%	6%	19%	-1.9	58	1.0%	4%	-0.3%	-4%
CCOC(=O)c1sc(Nc2ccc(OCC)cc2)nc1C	·	5%	-1%	-35%[20 µM]	0.3	47	-0.4%	-4%	-0.1%	-48%
CN1CCC(=O)N([C@H](CC#N)c2ccccc2)CC1	-2.4%	6%	-11%	7%[20 µM]	-3.1	44	-0.3%	6%	-0.3%	16%
O=S(=O)(Cc1ccccc1)N1CCN(Cc2ccc(Br)cc2)CC1	-6.0%	6%	-2%	16%	1.0	73	-0.3%	22%	0.0%	-20%
CCC(C(=O)NC(C)(C)C)N(Cc1ccco1)C(=O)CNS(=O)(=O)c1ccc(OC)cc1 (stereo not given)	-2.6%	-16%	1%	-2%	-0.9	46	0.5%	8%	-0.2%	6%
CCCNC(=O)c1ccc(N2CCC3(CC2)CC(c2ccccc2)=NO3)c([N+](=O)[O-])c1	-7.3%	18%	5%	-16%[20 µM]	-3.4	77	0.9%	5%	-0.2%	39%
Cn1cc(CCNC(=O)C2CCC(=O)N(CCc3ccc(Cl)cc3)C2)cn1 (stereo not given)	-4.9%	12%	12%	5%	-0.4	64	1.1%[50 µM]	6%	-0.1%	-19%
CC1=NN(c2ccccc2)C(=O)C1C(=O)c1ccc(Cl)cc1 (stereo not given)	-2.7%	1%	22%	1%	-0.8	83	0.5%	1%	0.2%	25%
COc1ccc(-c2nc(CNS(=O)(=O)c3cc(OC)ccc3OC)cs2)cc1	-1.5%	4%	2%	6%	-0.1	101	-0.1%	4%	-0.1%	21%
N#Cc1ccc(NCC(=O)Nc2ccc3c(c2)OCCO3)cc1	-5.8%	2%	0%	3%	0.4	47	-0.1%	5%	-0.3%	-52%
Cc1ccc(C(=O)c2c(NC(=O)c3cccnc3)sc3c2CCCC3)cc1	2.4%	4%	8%	29%	10	74	-0.1%	4%	-0.1%	4%
COc1ccc(C(=O)NC2CCCc3ccccc32)cc1OC1CCN(C(C)=O)CC1 (stereo not given)	3.7%	36%	-2%	-33%	0.7	54	-0.4%	-4%	0.3%	-22%
CC(C)CN(C(=O)COC(=O)CNC(=O)c1ccccc1F)C1CCS(=O)(=O)C1 (stereo not given)	5.2%	9%	8%	-5%	-1.3	43	-0.9%	0%	-0.3%	-13%
COc1ccc(CN(CC(=O)NCc2ccc(F)cc2)C(=O)CCC(=O)Nc2nccs2)cc1	-3.4%	-15%	7%	7%	-0.5	39	0.2%	7%	-0.2%	-36%
Fc1ccc(Br)cc1C1C=C(c2cccnc2)Nc2ncnn21 (stereo not given)	0.2%	1%	3%	12%	·	·	-0.4%	8%	-0.1%	12%
CCOC(=O)C(NC(=O)CC)(Nc1ccccc1)C(F)(F)F (stereo not given)	0.4%	9%	3%	22%	0.2	52	0.5%	6%	0.1%	-22%
O=C(CCN1C(=O)c2ccccc2C1=O)NCc1ccccc1	-5.5%	-6%	14%	2%	-0.6	82	2.9%	6%	0.5%	-26%
c1ccc(N2CCN(C3CCSC3)CC2)cc1 (stereo not given)	-3.6%	28%	4%	-14%	0.8	47	2.6%	0%	-0.2%	5%
CN(Cc1cc2ccccc2[nH]c1=O)C(=O)C1CCCCC1	6.4%	21%	7%	-7%	-0.8	35	-0.1%	0%	-0.2%	-9%
COc1ccc(CN2C(=O)c3cccnc3C2=O)cc1S(=O)(=O)N1CCOc2ccccc21	2.0%	-1%	-19%	-35%	0.1	59	0.5%	8%	0.2%	-10%
COc1cccc(/C=N/NC(=O)C(=O)NCc2cccnc2)c1OC	-6.3%	2%	22%	-1%[20 µM]	-1.1	52	-0.6%	5%	0.6%	-8%
CCc1ccc(N2C(=O)C3CCCN3C2=S)cc1 (stereo not given)	-4.9%	0%	-2%	20%	2.1	71	0.5%	4%	-0.3%	-8%
CC1CN(S(=O)(=O)c2ccc(C(=O)Nc3nccs3)cc2)CC(C)O1 (stereo not given)	2.3%	-2%	-1%	12%	-1.4	56	0.1%	-2%	-0.2%	-10%
Cc1ccc(SCCOCCN2CCc3ccccc3C2)cc1	1.1%	1%	9%	-5%	-2.4	86	0.5%	25%	-0.1%	-12%
CC(=O)Nc1ccc(OCCCNC(=O)c2c(-c3ccccc3)noc2C)cc1	4.0%	0%	0%	20%	3.5	42	0.2%	13%	-0.1%	-11%
CC1(C)Cc2c(sc(NC(=O)C(=O)N3CCN(CCO)CC3)c2C(N)=O)CO1	-1.9%	-4%	4%	-6%	-0.4	72	0.2%	-4%	-0.1%	-30%
CCOC(CCNC(=O)c1cn(CC(C)C)c(=O)c2c1c1ccccc1n2C)OCC	1.2%	-3%	10%	11%	2.0	94	-0.1%	17%	-0.2%	-11%
Cc1cc(-n2cnnn2)ccc1C(C)C	-1.5%	14%	-3%	-14%	-0.3	82	0.4%	12%	-0.2%	-52%

Compound activity: PubChem, several laboratories
